ATG4B inh = blocks human ATG4B protease cleavage of LC3 substrate; ATG4B cleavage of LC3-PLA2, NBD-HPC fluorescence, 1 h; inhibition, % at 8.33 µM; 340,000 tested, 0.51% active; in the data active means inhibition above about 40%
Target sequence (Q9Y4P1 whole entry, looked up): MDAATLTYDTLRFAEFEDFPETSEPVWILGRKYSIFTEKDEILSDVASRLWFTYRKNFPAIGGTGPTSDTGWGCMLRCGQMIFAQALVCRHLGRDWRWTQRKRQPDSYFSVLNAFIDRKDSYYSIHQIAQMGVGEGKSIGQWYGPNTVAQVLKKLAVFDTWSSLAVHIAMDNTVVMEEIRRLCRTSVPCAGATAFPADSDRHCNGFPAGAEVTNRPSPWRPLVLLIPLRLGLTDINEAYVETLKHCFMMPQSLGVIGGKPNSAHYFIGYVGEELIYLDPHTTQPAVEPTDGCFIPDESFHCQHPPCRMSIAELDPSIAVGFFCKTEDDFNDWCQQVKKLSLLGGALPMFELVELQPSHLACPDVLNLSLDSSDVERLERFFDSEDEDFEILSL
MIN6 prolif = induces beta-cell replication in MIN6 cells; MIN6 cells proliferation, ATPlite luminescence, 48 h; cells starved in 0.2% serum; 100% = growth in 10% serum; proliferation, % at 10 µM; 330,000 tested, 0.29% active; AID 2380;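 active means compounds whose signal lies at least 3.5 SD above the mean of all wells on their plate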;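 further: 0% = DMSO-treated cells in low-serum medium and 100% = 10% serum control; some compounds called inactive have numbers as strong as hits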
hIAP act = human IAP activation. P09923. purified human IAP, CDP-Star luminescence, 30 min; hits give high values; 1 = vehicle-only enzyme, 0 = enzyme-free background. activation factor at 10 µM. 330,000 tested, 0.16% active;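 active means activation factor of the enzyme at least 2-fold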; further: the source names both 10 and 20 µM as test concentration; values of inactives mirror those of a sister screen read the other way
mIAP activ = mouse IAP activation. muIAP, CDP-Star luminescence, 30 min; hits give high values; 1 = vehicle-only enzyme signal, 0 = enzyme-free wells. activation factor at 10 µM. 330,000 tested, 0.24% active. AID 2805;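 active means activation factor of at least 2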; further: the source names both 10 and 20 µM as test concentration; values of inactives mirror those of a sister screen read the other way
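System: Mouse IAP enzyme | Also added: CDP-Star substrate | Dosing: Compounds dispensed in DMSO | Schedule: 30 min enzyme-substrate-compound incubation at room temperature | Technique: Chemiluminescence readout | Control set: DMSO-only wells and no-enzyme negative control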
mIAP inh = mouse IAP inhibition; purified mouse IAP, CDP-Star luminescence, 30 min; inhibition, % at 10 µM; 330,000 tested, 0.2% active; AID 2806;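 active means inhibition of at least 40% at 10 µM in the primary screen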;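 further: plate controls were DMSO with enzyme for no effect and no enzyme wells for full effect; values of inactives mirror those of a sister screen read the other way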
APOBEC3G inh = APOBEC3G (human) deaminase inhibition | Q9HC16 | recombinant A3G, ssDNA deamination FAM/TAMRA fluorescence | inhibition, % at 20 µM | AID 493012 | 330,000 tested, 0.28% active;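 active means inhibition of at least 40% at 20 µM, with no more than 30% in the related APOBEC3A deaminase screen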;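 further: plate controls were DMSO wells with A3G for no effect and wells lacking A3G enzyme for full effect; some compounds called inactive have numbers as strong as hits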
Target sequence (Q9HC16 whole entry, looked up): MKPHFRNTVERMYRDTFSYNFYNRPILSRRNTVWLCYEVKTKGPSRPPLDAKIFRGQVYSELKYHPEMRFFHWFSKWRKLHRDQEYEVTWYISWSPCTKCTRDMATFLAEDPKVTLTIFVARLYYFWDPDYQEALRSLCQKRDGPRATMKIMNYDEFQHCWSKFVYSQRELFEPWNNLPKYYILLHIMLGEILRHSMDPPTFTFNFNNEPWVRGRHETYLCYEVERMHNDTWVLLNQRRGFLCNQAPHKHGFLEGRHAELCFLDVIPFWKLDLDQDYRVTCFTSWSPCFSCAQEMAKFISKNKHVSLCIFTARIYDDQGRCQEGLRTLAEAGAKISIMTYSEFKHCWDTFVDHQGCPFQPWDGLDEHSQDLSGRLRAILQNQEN
APOBEC3A inh = human APOBEC3A DNA deaminase inhibition; P31941; recombinant A3A, FAM/TAMRA ssDNA deamination fluorescence; inhibition, % at 20 µM; 330,000 tested, 0.41% active;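 active means at least 40% inhibition at 20 µM here, with at most 30% in a related deaminase screen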;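 further: plate controls were A3A with DMSO for no effect and wells lacking A3A enzyme for full effect; some results filed as inactive read as strong as hits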
Target sequence (P31941 whole entry, looked up): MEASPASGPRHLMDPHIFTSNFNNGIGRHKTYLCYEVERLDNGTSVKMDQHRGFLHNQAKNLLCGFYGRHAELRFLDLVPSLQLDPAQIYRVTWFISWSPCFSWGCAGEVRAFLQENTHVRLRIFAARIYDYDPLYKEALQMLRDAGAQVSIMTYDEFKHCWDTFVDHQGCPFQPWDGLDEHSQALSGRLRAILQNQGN
hIAP block = human IAP inhibition; inhibition, % at 10 µM; 330,000 tested, 0.12% active; purified IAP, CDP-Star luminescence, 30 min;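 active means inhibition reaching a set limit with compound at 10 µM in the primary screen, cut at about 35% in these data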;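 further: plate controls were DMSO wells with enzyme for no effect and no-enzyme buffer wells for full effect; values of inactives mirror those of a sister screen read the other way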
MPTP block = inhibitors of mitochondrial permeability transition pore | isolated mouse mitochondria, Ca2+ swelling absorbance, 30 min | inhibition, % at 10 µM | 360,000 tested, 1.4% active | AID 602449;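 active means inhibition of 50% or more, scaled per plate between neutral and stimulator controls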;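 further: 0% = DMSO wells given calcium and 100% = 1 mM EGTA wells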
Starred values were filed as active, the others as inactive; · = not tested or not shown.

SMILES	ATG4B inh	MIN6 prolif	hIAP act	mIAP activ	mIAP inh	APOBEC3G inh	APOBEC3A inh	hIAP block	MPTP block
CCOc1ccc(NC(=O)CSc2nc(=O)n(Cc3cccnc3)c3c2CCC3)cc1	2	-1	0.94	1	-4	4	3	6	-0.9
COc1cccc(C(C(=O)NC(C)(C)C)N(Cc2ccc(C)cc2)C(=O)CCC(=O)Nc2cc(C)on2)c1OC (centres undefined)	-9	0	0.9	0.9	10	-7	-2	10	-0.1
COc1cccc(CN2CCNC(=O)C2CC(=O)N(C)CCC2CCOCC2)c1 (centres undefined)	2	-1	1.1	0.95	4	-7	-6	-5	-1.5
Cc1cc(=O)oc2c3c(cc(OCC(=O)N[C@@H](CC(C)C)C(=O)O)c12)OC(C)(C)CC3	5	3	1.1	0.98	2	-3	-1	-7	1.6
Cc1oc2ncnc(N)c2c1C	-5	3	1	1	-1	-4	-1	-4	0.1
COc1cc(NC(=O)c2nn(C)c3c2CS(=O)(=O)c2ccccc2-3)cc(OC)c1	1	8	0.87	0.89	11	-2	-2	13	-0.8
COc1ccc(CNC(=O)CCCNC(=O)c2ccc(Cl)cc2)cc1OC	-3	0	0.94	1	-3	-8	0	6	-1.0
Cc1c(C(=O)N2CCN(S(=O)(=O)c3ccccc3)CC2)oc2ccccc12	-11	0	0.97	0.95	5	1	0	2	-1.0
COc1ccc(C2(CCN)CC(C)N(C)CC2C)cc1 (centres undefined)	2	1	1	1.1	-7	-7	-3	-1	-1.3
COc1ccc(S(=O)(=O)N2CCC(C(=O)NN3CCCCC3)CC2)cc1OC	3	-3	0.85	0.97	3	-9	-6	15	-0.8
COCCNC(=O)C(c1ccccc1)N(C(=O)Cn1nnc2ccccc21)c1cccnc1 (centres undefined)	0	1	1	1	-3	2	2	0	1.1
O=C(c1ccco1)N1CCN(Cc2nnc(-c3cccc(Br)c3)o2)CC1	0	0	1	0.98	2	3	-2	-2	0.8
CC(C)c1ccc(N(CC(=O)NC2CCCC2)C(=O)CCC(=O)Nc2ccccn2)cc1	2	-3	0.95	1	0	-10	-3	5	-2.8
CCOc1ccc(N2CC(C(=O)Nc3ccccc3N3CCOCC3)CC2=O)cc1 (centres undefined)	-5	-1	0.98	1	-2	-6	-4	2	-1.1
CCOc1ccc(N(CC(=O)Nc2ccc(OC)cc2OC)S(=O)(=O)c2c(C)[nH]c(=O)[nH]c2=O)cc1	-9	-3	1.2	0.98	2	0	-6	-16	-0.3
CC(C)C(c1nnnn1Cc1ccc(F)cc1)N1CCN(c2ccc(O)cc2)CC1 (centres undefined)	-7	-5	0.98	1.1	-7	22	-4	2	-2.1
CCSc1cc(Cl)nc(N)n1	2	-1	0.97	0.95	5	-6	2	3	-0.8
Fc1ccc2c(Cl)c(-c3nnc(-c4cccs4)o3)sc2c1	5	-3	0.9	0.92	8	-6	0	10	1.5
C#CCOCCOCCOCCNc1nc(N2CCN(C(=O)CCCCCCCCCCNC(=O)[C@H](CCCCN)n3cc(CCO)nn3)CC2)nc(N2CCN(C(=O)CCCCCCCCCCNC(=O)[C@@H]([C@H](C)O)n3cc(C)nn3)CC2)n1	-10	-3	1.2	1.4	-39	-8	-3	-16	-6.8
CCC1(CC)NC(=O)N(CC(=O)OCC(=O)Nc2ccc(OC(F)(F)F)cc2)C1=O	-12	8	0.86	1.1	-11	-8	0	14	-0.4
CN1CCN(C(=O)/C(=C/c2ccc(F)cc2)c2ccsc2)CC1	4	-2	1.1	1.1	-7	-5	2	-10	2.0
COc1ccccc1OCC(=O)Nc1ccc(Cl)cc1	-9	-1	1.5	1	-4	-9	-2	-49	2.4
Cc1cc(O)cc(C)c1Cl	-9	-3	0.86	1	-3	-2	-3	14	-1.4
Cc1onc(-c2c(Cl)cccc2Cl)c1C(=O)NCc1ccco1	-3	0	1	0.97	3	-3	-3	0	72*
Cc1ccc(Cl)cc1NC(=O)[C@@H]1CCC(=O)N1C1OC(=O)c2ccccc21 (some centres undefined)	-1	-2	0.94	1	-4	-7	-1	6	-0.1
CCCc1nnc(NC(=O)CCC(=O)NC2CCCc3ccccc32)s1 (centres undefined)	-8	0	0.93	0.96	4	-3	3	7	3.1
COc1cc(-c2cc(-c3ccccc3)nc(SCC(=O)O)c2C#N)cc(OC)c1OC	-6	1	1	0.99	1	-10	1	-1	2.6
O=C(C1CC(=O)N(c2ccc3c(c2)OCCO3)C1)N1CCCC(C(F)(F)F)C1 (centres undefined)	8	-2	0.97	1	-1	-3	1	3	2.3
COc1ccc(/C=N/n2cnc3c([nH]c4ccc(C)cc43)c2=O)cc1CN1CCCC1	-6	-6	0.96	0.99	1	-2	2	4	-0.7
Cc1cc(C(=O)NCCCN2CCN(C3CCCCC3)CC2)n(-c2ccccc2)n1	-4	-2	1.1	1	-2	-6	43*	-8	-0.5
CN1C(=O)c2cccc3c(S(=O)(=O)NCc4ccco4)ccc1c23	-12	-1	0.97	0.89	11	0	3	3	1.3
CC(C)C(C)NC(=O)COc1ccc(Sc2ccc(OCC(=O)NC(C)C(C)C)cc2)cc1 (centres undefined)	8	0	0.78	1.2	-18	-1	-1	22	79*
Cc1ccccc1CC(=O)Nc1ccc2c(C)cc(=O)oc2c1	-6	3	0.98	0.98	2	-6	-8	2	34
CC(C)(C)c1cc(CCC(=O)Nc2ccncc2)cc(C(C)(C)C)c1O	-7	-8	1.3	1.1	-7	-5	24	-25	0.3
CCCc1cc(=O)n2[nH]c(-c3ccc(Cl)cc3)cc2n1	3	0	1.1	0.95	5	-6	-5	-10	0.7
Nc1nnc(-c2ccc(Cl)cc2Cl)s1	2	-2	1.1	1	-5	-5	1	-8	-0.8
CCN(CC)C(=O)CNC(=O)Cc1ccc(Cl)cc1	5	1	1	1	-2	-4	1	0	-0.8
Cn1ncc2c(N3CCCCC3)nc(NCCCO)nc21	-10	-1	1.1	0.99	1	-1	-3	-10	0.9
Cc1cc(C)cc(N(CC(=O)NC2CCCC2)C(=O)CCC(=O)Nc2nccs2)c1	-12	1	1.1	1	-4	-1	0	-6	2.4
CCc1cccc(C)c1NC(=O)C1CN(S(=O)(=O)c2ccccc2)CCN1S(=O)(=O)c1ccccc1 (centres undefined)	-7	1	1.1	1.5	-50	-4	0	-7	-0.1
O=C(CCNC(=O)c1ccccc1Cl)Nc1cccc(C(F)(F)F)c1	-10	-3	0.92	1.1	-10	8	1	8	3.5
O=C(CCC(=O)c1cccs1)OCc1ccc([N+](=O)[O-])cc1	2	1	0.92	1	-2	-3	3	8	0.4
Cc1c(NC(=O)c2ccc(S(=O)(=O)N(C)c3ccccc3)cc2)c(=O)n(-c2ccccc2)n1C	3	-1	1	0.96	4	-7	0	-2	-1.3
CC(=O)N1CCN(Cc2nc3cc(NC(=O)COc4ccccc4)ccc3n2C)CC1	-13	0	1.1	0.9	10	-11	4	-13	0.4
Cc1ccc2c(c1)c1c3n2CCN(CC(N)=O)C3CCC1 (centres undefined)	7	-5	0.95	0.99	1	7	-8	5	0.5
COc1ccc(C(C)(C)C)cc1NC(=S)NCCN1CCOCC1	-4	-2	0.98	1	-1	2	1	2	3.6
CCOc1cccc2cc(C(=O)NCc3ccc(Cl)cc3)c(=N)oc12	-7	-5	1.2	0.98	2	1	-1	-25	-0.9
Nc1ccnn1Cc1cccnc1	-8	1	1.1	0.98	2	2	3	-12	-0.4
O=C(NC(=S)NC1CCCCC1)c1ccccc1	26	-5	1.2	0.9	10	0	-2	-16	0.9
O=C(O)CCCCCn1c(O)c(C=C2N=c3ccccc3=N2)sc1=S	-1	0	1.3	0.6	40*	-8	-4	-30	2.2
CCOc1ccc(C(=O)CN2CCN(S(=O)(=O)c3ccc(Cl)cc3)CC2)cc1	-1	-3	1	0.94	6	2	-3	-2	6.4
COc1ccc(Br)cc1CNC(=O)C1CCCN(S(=O)(=O)N2CC(C)CC(C)C2)C1 (centres undefined)	6	-7	1	1.2	-18	-6	-4	-2	-0.2
O=C(/C=C/c1cccs1)N1CCC2(CC1)Oc1ccc(Cl)cc1C(=O)C21CC(c2ccccc2)=NO1 (centres undefined)	-5	-6	0.91	1	-3	-2	3	9	-1.1
CC(=O)N1CCN(c2ccc([N+](=O)[O-])c(NCC3CCCO3)c2)CC1 (centres undefined)	1	-2	0.84	0.87	13	-4	-4	16	-2.0
Cc1ccccc1N/N=C1\CCCNC1=O	-2	-1	1.1	0.89	11	-7	-6	-7	-1.1
CCC(=O)c1c[nH]c(C(=O)NCCc2ccccn2)c1	-4	-2	1.1	1	-3	-7	-1	-6	-0.7
COc1cc(-c2nnc(COc3ccc4cc(Br)ccc4c3)o2)cc(OC)c1OC	-3	0	0.9	0.92	8	-3	9	10	5.8
C=CCc1cc(C)cc(C)c1OCCn1cncn1	4	-1	1	0.97	3	1	1	0	-0.7
COc1ccc(CNC(=S)Nc2ccccc2Cl)cc1	7	-2	0.96	1.1	-14	-5	-2	4	-1.0
COc1ccc([C@@H]2CC=C(C(=O)O)[C@H](c3cccc(Cl)c3)N2S(=O)(=O)c2ccc(Cl)cc2)cc1	0	-4	1.1	0.92	8	-5	3	-9	-3.0

More entries follow.
SMILES	ATG4B inh	MIN6 prolif	hIAP act	mIAP activ	mIAP inh	APOBEC3G inh	APOBEC3A inh	hIAP block	MPTP block
COc1ccccc1/C=C/C(=O)NCC(=O)N/N=C(/C)c1ccco1	-6	1	1	0.88	12	-5	0	-2	-0.3
COc1ccccc1C(=O)N(Cc1cccs1)C1CCS(=O)(=O)C1 (centres undefined)	1	-1	1.1	0.98	2	-4	-2	-8	-0.6
COc1cc(/C=C/C(=O)OCC(=O)N2CCN(S(=O)(=O)c3ccc(C)cc3C)CC2)cc(Cl)c1OC	-12	-3	0.94	0.98	2	-9	-4	6	-2.3
CCc1ccc(/C=C2/Sc3ccccc3N(CC(=O)NCCCOC)C2=O)cc1	·	-1	0.95	0.89	11	-12	-1	5	·
CCCCC(NC(=O)COc1cc2c(c3oc(=O)cc(C)c13)CCC(C)(C)O2)C(=O)O (centres undefined)	-2	0	0.83	0.92	8	-9	-5	17	-0.6
COc1cccc(NC(=O)C2CCOC2=O)c1 (centres undefined)	8	2	1.1	1	-3	-7	-3	-9	3.3
O=C1C(Oc2ccccc2)C(c2ccc3c(c2)OCO3)N1CCc1ccc(F)cc1 (centres undefined)	-9	0	0.99	0.96	4	-11	-2	1	-0.6
Cc1ccc(CSc2nc(N)cc(N)n2)cc1	-1	-3	0.95	1	-2	9	-4	5	-1.2
O=C(OCCOCCN=C1NS(=O)(=O)c2ccccc21)c1ccncc1	-10	-1	1	0.99	1	-4	-9	-4	-2.8
O=C(Nc1ccc(Cl)cc1)c1nc[nH]c1C(=O)N1CCc2ccccc2C1	2	-2	1.6	0.97	3	-2	2	-61	1.5
O=C(NCc1ccccn1)Nc1ccc(Cl)c(Cl)c1	5	1	0.95	1.2	-21	2	2	5	51*

Profiles, quoted from the list. Order of values: ATG4B inh	MIN6 prolif	hIAP act	mIAP activ	mIAP inh	APOBEC3G inh	APOBEC3A inh	hIAP block	MPTP block
Entry for Fc1ccc2c(Cl)c(-c3nnc(-c4cccs4)o3)sc2c1 → 5	-3	0.9	0.92	8	-6	0	10	1.5
Entry for CCCCC(NC(=O)COc1cc2c(c3oc(=O)cc(C)c13)CCC(C)(C)O2)C(=O)O (centres undefined) → -2	0	0.83	0.92	8	-9	-5	17	-0.6
Entry for Nc1ccnn1Cc1cccnc1 → -8	1	1.1	0.98	2	2	3	-12	-0.4
Entry for CCOc1ccc(N(CC(=O)Nc2ccc(OC)cc2OC)S(=O)(=O)c2c(C)[nH]c(=O)[nH]c2=O)cc1 → -9	-3	1.2	0.98	2	0	-6	-16	-0.3
Entry for COc1ccc(CNC(=O)CCCNC(=O)c2ccc(Cl)cc2)cc1OC → -3	0	0.94	1	-3	-8	0	6	-1.0

High-throughput results as filed in PubChem BioAssay.
